# Screening results (PubChem BioAssay)
# NCI-60 one-dose screen, 48 h, at 10 µM unless noted. Numbers give growth in % (100 = growth as untreated, 0 = no growth, -100 = all killed).
# HL-60(TB): HL-60(TB) leukemia cells; 78,000 compounds, 9% hits; AID 1794776; active = growth percent below 10
# Starred values were filed as active, the others as inactive; & = joins results of further samples; [ ] = remark or other dose.
SMILES,HL-60(TB)
C[C@@]1(CO)[C@H](O)CC[C@@]2(C)[C@H]1CC[C@H]1C[C@@H]3C[C@@]12CC[C@@]3(O)COC(=O)CN,3.2*
O=C(O)C(CCS)(c1ccccc1)c1ccccc1,101.5
O=c1ccc2ccc(OCc3cn(CC(O)CO)nn3)cc2o1 (configuration not stated),115.6
CCOC(=O)C(CO)C1CCCC1 (configuration not stated),88.2
C#C[C@]1(O)CC[C@H]2[C@H]3[C@H](CC[C@@]21C)[C@H]1CCC(=O)C=C1C[C@H]3C,98.7
CCNc1nc(C(F)(F)F)nc2c1sc(=S)n2-c1ccccc1,98.9
COc1cc(-c2nnc(-c3cc4cc(OCc5ccccc5)ccc4nc3OC)o2)cc(OC)c1OC,104.0
O=C(COc1ccc(C2SCC(=O)N2c2ccccc2)cc1)c1ccccc1 (configuration not stated),96.2
CC(=O)NNCc1ccccc1,118.7
CC12CCC3C(C(=O)CC4CC(O)CCC43C)C1CCC2=O (configuration not stated),132.3
c1ccc(C2NCCO2)cc1 (configuration not stated),105.3
COc1ccc(N2CCN(C(=O)Cc3ccc(NS(=O)(=O)c4ccccc4)cc3)CC2)cc1,103.3
O=C1CCC(Nc2ccc(Cl)cc2Cl)N1c1ccccc1 (configuration not stated),101.6
O=C(ON1C(=O)N[C@H]2CCCC[C@@H]2C1=O)c1ccccc1,100.1
CC/C=C\C/C=C\C[C@H](O)C/C=C1/C(=O)C=C[C@@H]1C/C=C\CCCC(=O)OC,-19.5*
CO[C@@H]1[C@@H](O[C@@H]2O[C@H](C)[C@@H](O[C@H]3C[C@@](C)(O)[C@H](O)[C@H](C)O3)[C@H](N(C)C)[C@H]2O)[C@@H](CC=O)C[C@@H](C)[C@@H](O[C@H]2CC[C@H](N(C)C)[C@@H](C)O2)/C=C/C=C/C[C@H](C)OC(=O)C[C@H]1O,73.1
Cc1nn(-c2ccccc2)c2c1C(=O)[C@@]1(C=N2)CCCC1=O,103.1
Cc1ccc(C)c2c1sc1n[nH]c(=O)c(=O)n12,97.0
COc1ccc(Nc2nc(SCCC(C)C)nc(-c3cc(OC)c(OC)c(OC)c3)c2C#N)cc1,60.8
O=C(Nc1cccc([N+](=O)[O-])c1)OCc1ccc2c(c1)OCO2,95.8[100 µM]
O=C(CSc1oc(-c2ccccc2)nc1S(=O)(=O)c1ccc(F)cc1)c1ccc(Cl)cc1,78.9
CCOC(=O)N1CCN(CCOc2ccc(CC(C)C)cc2)CC1,82.4
COc1ccc(C(=O)N2N=C(c3ccc(Br)cc3)CC2c2cn(-c3ccccc3)nc2-c2ccccc2)cc1 (configuration not stated),32.7
O=C1CCCC2=C1C(c1cccc(F)c1)c1cc3c(cc1N2CCO)OCO3 (configuration not stated),93.0
C=CCOC(OCC=C)OCC=C,69.9
CCOC(=O)C(CC(C)=O)c1ccccc1 (configuration not stated),121.4
Cc1nc2cc(Nc3nc(N4CCOCC4)nc(N4CCN(C)CC4)n3)ccc2n1Cc1ccccc1,103.1
O=S(=O)(c1ccccc1)C(Br)Br,87.9
Nc1nc(Nc2cccnc2)sc1C(=O)c1ccccc1F,-35.6*
COc1ccc(/C=C/c2cc(O)cc(OC3OC(CO)C(O)C(O)C3O)c2)cc1O (configuration not stated),65.9
C[C@]12CC[C@@H]3c4cc(OC(F)F)c(O)cc4CC[C@H]3[C@@H]1CC[C@@H]2O,92.7
Cn1cc(C2=C(c3cn(C4CCN(Cc5ccccn5)CC4)c4ccccc34)C(=O)NC2=O)c2ccccc21,39.8
CCOC(=O)/C(=C/CC/C(C)=C/CC/C(C)=C/CCc1ccoc1)CC(=O)N1CCSCC1,96.9
O=C(NCCCN1CC1)C(=O)NCCCN1CC1,79.6
CC1(O)CCCCC1O (configuration not stated),106.7
CC(C)(C)[Si](C)(C)OC1[C@@H](O[Si](C)(C)C(C)(C)C)[C@@H](CNC(=O)NC(=O)CCl)O[C@H]1n1cnc2c(NC(=O)Nc3ccccc3)ncnc21 (some centres not stated),-73.1*
CCCCCOc1ccc(N2C(=O)C(C)CNC2=S)cc1 (configuration not stated),108.0
O=c1cc(CCl)[nH]nc1CCl,99.1
CCCCCCCC/C=C\CCCCCCCCOc1ccccc1CCOP(=O)(O)OCC[N+](C)(C)C,-23.0*
CCCCOC1=NN(c2ccccc2)C(c2ccc(Cl)cc2)N2CCC[C@@H]12 (some centres not stated),84.4
NNC(=O)c1csnn1,122.8
CCc1cccc(C(C)(C)C)c1NC(=S)N/C=C(\c1ccccc1)S(=O)Cc1ccccc1 (configuration not stated),92.1
CCOC(=O)n1cc(-c2nonc2-c2cn(C(=O)OCC)c3ccc(OC)cc23)c2cc(F)ccc21,93.1
CCCCCCCCCCCC(=O)c1ccccc1,110.8
COc1ccc(-c2nn(-c3ccccc3)cc2/C=C2\SC(=S)N(c3ccc(C)cc3)C2=O)cc1,102.9
O=[N+]([O-])c1ccc(N2CCCC2)c([N+](=O)[O-])c1,105.7
Cc1ccc(/C=C/c2ccccn2)cc1,102.4
O=S(=O)(OCCCOS(=O)(=O)c1ccc(Cl)cc1)c1ccc(Cl)cc1,77.4
O=C(CCl)Nc1nnc(SCC(=O)Nc2ccccc2C(F)(F)F)s1,79.0
COc1ccccc1N1C(N)=NC(N)=NC1(C)C,97.3
# More records follow:
SMILES,HL-60(TB)
COc1ccc([C@H]2[C@H](C(=O)Nc3cc(C)cc(C)c3)c3ccccc3C(=O)N2c2ccc(OC)cc2)cc1,81.9
O=C(O)C(Cc1c[nH]c2ccc(O)cc12)NCC1(O)OCC(O)C(O)C1O (configuration not stated),100.8
CCc1cccc(CC)c1-n1nnc(C(=O)c2ccccc2)c1C(=O)OC,92.8
Cc1nn(C(=O)c2c(-c3ccccc3)noc2C)c(C)c1N=Nc1cc(C(F)(F)F)cc(C(F)(F)F)c1,60.9
NNC(=O)CNC(=O)Cn1c(=O)[nH]c2ccccc2c1=O,103.4
CC1CCc2c(sc3nc(SCC(=O)N/N=C/c4cccc(O)c4O)n(-c4ccccc4)c(=O)c23)C1 (configuration not stated),93.6
OCC1OC(/C(N=Nc2ccccc2)=N\Nc2ccccc2)C(O)C1O (configuration not stated),101.5
CCOC(=O)C1=C(C)NC(SCc2nc(C)c(C)nc2C)N=C1c1ccccc1 (configuration not stated),95.7
COc1cc2c(cc1O)N=C[C@@H]1CCC(O)N1C2=O (mixture of isomers),91.3
O=C(c1ccc(Cl)cc1)C1[C@H](c2ccccc2Cl)[C@@H](c2ccccc2)NC12C(=O)Nc1ccc(Br)cc12 (some centres not stated),-43.7*
CCN(CC)CCC(=O)NCc1cn(-c2ccc3cc4ccc(-n5cc(CNC(=O)CCN(CC)CC)nn5)cc4nc3c2)nn1,112.5
NCCN1C(=O)CNC1=S,101.3
CC(C)N(CCCC#N)C(C)C,102.4
CCc1ccc(NC(=O)N[C@@H](Cc2cccc(F)c2)C(=O)N[C@@H]2C(=O)N3CCC[C@H]3C(=O)N3CCCC[C@H]3C(=O)N[C@@H](CO)C(=O)N3C[C@H](C)C[C@H]3C(=O)O[C@H]2C)c(F)c1,13.3
CC/C(=C(/c1ccc(OCCN(C)C)cc1)c1ccc(OC(=O)CCC(=O)c2c(C)[nH]c(/C=C3\N=C(c4ccc[nH]4)C=C3OC)c2C)cc1)c1ccccc1,24.2
CC(=O)OCN(C)N=Nc1ccc(C(C)=O)cc1,95.3
COc1cc(OC)c(S(=O)(=O)N(CCCl)CCCl)cc1C1=NN(C(C)=O)C(c2ccc(Cl)cc2)C1 (configuration not stated),86.2
Cn1nc(C(F)(F)F)c(-c2cc(C(F)(F)F)cc(C(F)(F)F)c2)c1-c1ccc(OCc2ccc(Cl)cc2)cc1O,-39.9*
CCCCCCCNC1=C(c2ccccc2)C(=O)C(NCCCCCCC)=C(c2ccccc2)C1=O,99.3
O=C(O)C1=CCCc2ccc(F)cc21,94.0

# Entries from the list above containing a cyano group:
SMILES,HL-60(TB)
COc1ccc(Nc2nc(SCCC(C)C)nc(-c3cc(OC)c(OC)c(OC)c3)c2C#N)cc1,60.8
CC(C)N(CCCC#N)C(C)C,102.4

# Additional structures:
SMILES,HL-60(TB)
C=CCC(O)(CC=C)CCC,78.7
O=c1[nH]c2ccccc2c(=O)n1O,114.9
CCC1(c2ccccc2)C(=O)Nc2ccc(C)cc21 (configuration not stated),98.1
Cc1nn2c(n[n+]([O-])c3ccccc32)c1C,80.9
Cc1ccc(-c2cc(-c3cccnc3)[nH]c(=O)c2C#N)cc1,99.0
O=c1/c(=C\c2ccc(-c3ccccc3)o2)sc2nc(-c3ccccc3)nn12,107.0
CC(C)(C)n1cc(-c2ccnc(NCCCNS(=O)(=O)c3ccc(O)cc3)n2)c(-c2ccc(F)c(O)c2)n1,110.6
CCc1c(C)nc2[nH]ncn2c1=O,61.4
CN1CCN(Cc2ccc(C(=O)Nc3cccc(-c4cn(-c5ccc(S(N)(=O)=O)cc5)nn4)c3)cc2C(F)(F)F)CC1,88.0
CCOC(=O)N/N=C/c1ccc(OC)c(OC)c1,107.7

# Look-ups from the list.
# Value of C=CCC(O)(CC=C)CCC under HL-60(TB): 78.7
# Value of O=c1/c(=C\c2ccc(-c3ccccc3)o2)sc2nc(-c3ccccc3)nn12 under HL-60(TB): 107.0
# Value of CCC1(c2ccccc2)C(=O)Nc2ccc(C)cc21 (configuration not stated) under HL-60(TB): 98.1

# Going on with the list.
SMILES,HL-60(TB)
NC(N)=N/N=C/c1ccccc1Br,91.6
O=C(/C=C/c1ccc(N2CCOCC2)cc1)CC(=O)/C=C/c1ccc(N2CCOCC2)cc1,99.1
O=C(/C=C\c1ccccc1)CCN1CCCCC1,50.2
O=C(c1cccc([N+](=O)[O-])c1)c1cccc([N+](=O)[O-])c1,102.6
CCC(C#N)c1ccccc1 (configuration not stated),51.1&120.5
COc1ccc2oc3cc(Cl)ccc3c(=O)c2c1,72.8
CCCC(C)(NC(=O)c1ccccc1)C(=O)O (configuration not stated),87.1
Cc1cc(C)c2c(Nc3ncnc4c3sc3nc(C)cc(C)c34)onc2n1,95.2
COc1ccc(-c2nc3sc(C)nn3c2-c2nc3c(C)c(C)ccc3[nH]2)cc1,96.2
O=C(CC(C(=O)O)c1ccccc1)c1ccccc1 (configuration not stated),100.4

# For convenience, some entries already given.
SMILES,HL-60(TB)
CCC(C#N)c1ccccc1 (configuration not stated),51.1&120.5
COc1ccc2oc3cc(Cl)ccc3c(=O)c2c1,72.8
CCCC(C)(NC(=O)c1ccccc1)C(=O)O (configuration not stated),87.1

# Part of the list above, as tab-separated lines.
compound	HL-60(TB)
CCC(C#N)c1ccccc1 (configuration not stated)	51.1&120.5
O=C(CC(C(=O)O)c1ccccc1)c1ccccc1 (configuration not stated)	100.4
NC(N)=N/N=C/c1ccccc1Br	91.6
Cc1cc(C)c2c(Nc3ncnc4c3sc3nc(C)cc(C)c34)onc2n1	95.2
O=C(/C=C/c1ccc(N2CCOCC2)cc1)CC(=O)/C=C/c1ccc(N2CCOCC2)cc1	99.1

# Following part.
SMILES,HL-60(TB)
O=c1c2cnn(-c3ccccc3)c2nc2n1N=C1c3ccccc3CN1N2,102.4
COc1ccc(C2CC(c3ccccc3)=NN2/C=C2\SC(=S)N(NC(=O)Cc3ccccc3Nc3c(Cl)cccc3Cl)C2=O)cc1 (configuration not stated),92.2
Cc1cnc(N=Nc2ccccc2)[nH]1,91.5
COc1ccc(Cn2cc3c(c2)-c2oncc2CC3)cc1OC,2.8*
Fc1ccccc1-c1cn2ccnc2c(-c2ccc3ncn(C4CCCCC4)c3c2)n1,90.7
C[C@H](c1nc2ccc(N)cc2[nH]1)[C@H]1CC[C@H]2[C@@H]3CCC4=CC(=O)CC[C@]4(C)[C@H]3CC[C@]12C,-50.2*
N#CC1=C(c2c[nH]c3ccccc23)Nc2nc(N)nc(N)c2C1c1ccc(Cl)cc1 (configuration not stated),24.7
O=C(Nc1ccc2c(c1)Cc1ccccc1-2)C(F)(F)F,92.1
Cc1cc(C)cc(OC(=O)c2ccccc2)c1,89.3
Cc1ccc(C2OC(=O)C(=O)C2=O)cc1 (configuration not stated),94.3
Cc1cn(C2CC(O)C(CO)O2)c(=O)n(Cc2ccccc2)c1=O (configuration not stated),108.5
Nc1nc(=S)cc(Nc2ccc(Cl)c(Cl)c2)[nH]1,83.4
COc1ccc(/C=C/C(=O)CCN2CCCCC2)cc1,95.7
COC(=O)c1c(C)cc(I)cc1C,90.8
O=c1c2c3c(sc2nc(SCc2ccccc2)n1-c1ccc([N+](=O)[O-])cc1)CCCCC3,78.1
O=C1Nc2ccc(F)cc2/C1=C\c1c(-c2ccccc2)nc2ncccn12,93.5
NC(=O)C(=CNC(=S)Nc1ccccc1)C(N)=O,105.5
O=C1NC(=Nc2ccc(S(=O)(=O)Nc3ccccn3)cc2)S/C1=C\c1coc2ccccc2c1=O,100.8
CC(C(=O)OC(C)(C)C)c1ccccc1 (configuration not stated),86.7
O=C(O)c1ccc(-n2cc(CNc3ccc(Cl)cc3)c(-c3cc(C(F)(F)F)cc(C(F)(F)F)c3)n2)cc1,81.8
CCCCC1COc2cccc3c2N1C=C/C3=C\C(=O)N(C)c1ccc(OC(F)(F)F)cc1 (configuration not stated),97.6
Cc1n[nH]c(C)c1-c1c(C)n[nH]c1C,-6.9*
COc1nc2c(c(-c3ccc(F)cc3)c1C#N)[C@H]1CCC(/C2=C\c2ccc(F)cc2)N1C,68.3
N/C(=N\C(N)=N\c1nc2ccccc2s1)c1cccc(Br)c1,95.4
OC(COc1ccc(Cl)cc1)CN1CCCC1 (configuration not stated),102.5
NC(=S)Nc1ccccn1,71.3
Nc1nonc1-n1nncc1-c1cccs1,101.9
C/C(=N\N=C\c1ccc(N(C)C)cc1)c1ccc2c(c1)Nc1ccccc1S2,59.2
COc1ccc(-n2cc3c(c2-c2ccccc2)CCc2cnoc2-3)cc1,85.7
CC1=C(C(=O)OC(C)(C)C)C(c2cccc(C#N)c2)C(C(=O)OC(C)(C)C)=C(C)N1,58.3
O=C1Nc2cc(-c3ccc(NC(=O)c4cccc([N+](=O)[O-])c4)cc3)ccc2/C1=C/c1ccc[nH]1,105.8

# Not all compounds are listed, so the mix of outcomes need not match the whole.
